# SENP6 block = inhibitors of human SENP6 protease. inhibition, % at 10 µM. Q9GZR1. AID 2599. actives 1.8% (n = 330,000). Recombinant SENP6 catalytic domain, aminoluciferin luminescence;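 active = inhibition above about 50% at the single tested dose, limit read from the data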;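 also: plate controls were DMSO wells with enzyme for no effect and DMSO wells lacking enzyme for full effect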
# Target sequence (Q9GZR1 628-1112 limits assumed): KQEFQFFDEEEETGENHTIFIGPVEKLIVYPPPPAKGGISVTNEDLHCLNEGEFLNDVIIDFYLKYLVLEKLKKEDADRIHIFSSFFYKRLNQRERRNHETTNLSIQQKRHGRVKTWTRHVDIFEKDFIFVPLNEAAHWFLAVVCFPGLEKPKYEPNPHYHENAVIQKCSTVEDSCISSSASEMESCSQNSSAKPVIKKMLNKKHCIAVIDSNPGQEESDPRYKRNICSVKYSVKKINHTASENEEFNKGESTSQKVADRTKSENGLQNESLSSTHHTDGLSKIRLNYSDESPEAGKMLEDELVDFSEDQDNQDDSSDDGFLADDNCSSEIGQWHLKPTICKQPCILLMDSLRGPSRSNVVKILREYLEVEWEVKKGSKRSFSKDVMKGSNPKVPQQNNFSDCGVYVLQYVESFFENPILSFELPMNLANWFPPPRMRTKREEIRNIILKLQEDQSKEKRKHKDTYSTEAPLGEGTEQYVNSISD
# SENP8 block-1 = blocks human SENP8 cleavage of Nedd8 substrate. Q96LD8. recombinant SENP8, Nedd8 substrate fluorescence. inhibition, % at 20 µM. actives 0.64% (n = 360,000). AID 602440; in the data active = inhibition mostly above about 40%, no sharp cut-off; inactive = mostly below about 27%
# Target sequence (Q96LD8 whole entry, looked up): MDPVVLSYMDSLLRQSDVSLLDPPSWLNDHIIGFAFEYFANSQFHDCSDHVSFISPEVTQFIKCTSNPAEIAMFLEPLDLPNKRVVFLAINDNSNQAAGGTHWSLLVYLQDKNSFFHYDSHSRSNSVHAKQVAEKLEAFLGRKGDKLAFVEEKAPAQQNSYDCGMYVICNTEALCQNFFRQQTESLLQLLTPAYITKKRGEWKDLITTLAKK
# Apaf-1 inh = blocks human Apaf-1 apoptosome activity; O14727; reconstituted apoptosome caspase-3 activity, DEVD-Rh110 fluorescence; inhibition, % at 20 µM; actives 0.71% (n = 330,000); AID 489030; active = inhibition of at least 40% at 20 µM;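 also: plate controls were DMSO wells for no effect and DEVD-CHO caspase inhibitor wells for full effect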
#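 System: reconstituted apoptosome with Apaf-1, cytochrome c, caspase-9, procaspase-3, dATP; Signal: Rh110 fluorescence intensity; Schedule: 30 min compound preincubation, 50 min activation, room temperature; Reagent: cytochrome c trigger plus (Z-DEVD)2-Rh110 caspase-3 substrate.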
# SENP1 inh = inhibitors of human SENP1 SUMO protease catalytic domain; Q9P0U3; actives 0.21% (n = 360,000); inhibition, % at 10 µM; recombinant SENP1 catalytic domain, CyPet-SUMO1-YPet FRET cleavage;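 active = inhibition at least 30% at 10 µM, raw YFP signal under a set limit, fluorescence ratio 0.5 to 1.5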;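 also: 0% = enzyme with DMSO and 100% = no enzyme wells; some results filed as inactive read as strong as hits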
#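 material = recombinant human SENP1 catalytic domain, His6-tagged | quantity = 20 pM enzyme | reagent = 25 nM SUMO1 FRET substrate | compound dosing = 10 µM single point, 0.5% DMSO | timing = 50 min enzyme reaction, room temperature, light-protected | detection = FRET, CFP and YFP emission | control set = no-enzyme low, enzyme-DMSO high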
# SENP8 block-2 = inhibitors of human SENP8 protease. inhibition, % at 10 µM. AID 2540. purified SENP8, Z-RLRGG-aminoluciferin cleavage, luminescence. actives 1.2% (n = 330,000); in the data active = inhibition above about 50%
# SENP7 inh = inhibitors of human SENP7 protease; Q9BQF6; recombinant SENP7, Z-RLRGG-aminoluciferin luminescence, 40 min; inhibition, % at 5 µM; actives 1.5% (n = 330,000); AID 434973;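 active = inhibition above about 50% at the single test dose, limit read from the data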;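 also: plate controls were DMSO with enzyme for no effect and no enzyme buffer wells for full effect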
# Target sequence (Q9BQF6 706-1050 limits assumed): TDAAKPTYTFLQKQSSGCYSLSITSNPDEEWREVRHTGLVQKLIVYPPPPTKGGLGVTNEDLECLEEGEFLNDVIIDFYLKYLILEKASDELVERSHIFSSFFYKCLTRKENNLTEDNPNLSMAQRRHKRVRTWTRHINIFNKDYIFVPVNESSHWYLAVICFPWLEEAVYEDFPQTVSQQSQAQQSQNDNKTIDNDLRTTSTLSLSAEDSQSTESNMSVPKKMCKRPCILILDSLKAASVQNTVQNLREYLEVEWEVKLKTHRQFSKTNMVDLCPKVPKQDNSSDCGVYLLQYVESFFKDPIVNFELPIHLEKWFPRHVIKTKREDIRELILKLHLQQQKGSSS
# PfG6PD inh = PfG6PD (Plasmodium falciparum) enzyme inhibition; PfGluPho enzyme, NADPH resazurin-diaphorase fluorescence; inhibition, % at 20 µM; actives 0.78% (n = 350,000);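 active = inhibition reaching at least a set limit at 20 µM in the primary screen, cut at about 59% in these data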;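 also: 0% = DMSO wells with substrate and 100% = DMSO wells lacking glucose-6-phosphate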
# HKDC1 inh = HKDC1 (human) hexokinase inhibition; recombinant HKDC1, G6PDH/diaphorase resazurin coupled fluorescence; Q2TB90; actives 0.16% (n = 340,000); inhibition, % at 20 µM;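 active = inhibition above about 35% when tested at 20 µM, limit read from the data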;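 also: plate controls were DMSO wells with enzyme for no effect and DMSO wells lacking enzyme for full effect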
#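 Test system: HK5 enzyme. Quantity: 5 µg/mL HK5 final. Reagent: glucose and ATP substrates. Schedule: 90 min reaction incubation at room temperature, dark. Technique: resazurin-to-resorufin fluorescence via G6PDH and diaphorase coupling, 525/613 nm. Control set: DMSO wells with and without enzyme mix.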
# Starred values were filed as active, the others as inactive; i = inactive; / = not tested or not shown.
Molecule,SENP8 block-2,Apaf-1 inh,SENP1 inh,PfG6PD inh,SENP8 block-1,SENP6 block,SENP7 inh,HKDC1 inh
C#CCOCCOCCOCCNc1nc(N2CCN(C(=O)CCCCCCCCCCNC(=O)[C@H](CO)n3cc(CCCSC)nn3)CC2)nc(N2CCN(C(=O)CCCCCCCCCCNC(=O)[C@H](CO)n3cc(CCCSC)nn3)CC2)n1,15,26,3,1,17,1,-2,-2
CCOC(=O)C1(Cc2ccccc2)CCCN(C2CCCC2)C1 (stereo unspecified),0,-4,-4,1,5,-7,0,-8
COC(=O)c1c(-c2ccc(F)cc2)csc1NC(=O)C1CCCO1 (stereo unspecified),-8,15,-1,1,-2,-20,-6,2
Cc1ccc(NC(=O)c2c(C)nn(-c3ccccc3)c2Cl)c(C)c1,-1,10,3,24,9,2,5,-3
CC1CCCCN1C(=O)c1cccc(NC2=C(Cl)C(=O)N(Cc3ccccc3)C2=O)c1 (stereo unspecified),-11,18,20,-2,24,3,-4,4
Cc1ccc2[nH]c3c(=O)n(N)c(C)nc3c2c1,-1,-3,1,7,-309,-15,-1,-6
CCCCN(C(=O)COc1ccc(C)cc1OC)c1c(N)n(CCC)c(=O)[nH]c1=O,4,-7,2,1,13,-9,-2,-2
Cc1c([N+](=O)[O-])c(C(=O)N2CCCC2)nn1C,-1,-15,-1,5,2,-4,0,5
CCC/C=C(\CCC)C(NC(=O)OCC(C)C)c1ccc(C(=O)OC)cc1 (stereo unspecified),-1,24,1,17,8,-10,8,8
CCCn1c(NCc2ccc(N(C)C)cc2)nc2ccccc21,-3,9,-1,4,18,2,2,-5
COc1ccc(NC(=O)C(CC(C)C)NC(=O)C2CCC(C)CC2)cc1 (stereo unspecified),3,3,0,-16,8,-2,9,6
CSc1ccccc1NC(=O)c1ccc(C)o1,-16,-18,0,-5,15,-12,2,-12
COc1ccc(C)cc1Nc1nc(N)c2ccccc2n1,0,-4,-2,5,-47,10,2,1
C[N+](C)(CCOc1ccccc1)Cc1ccccc1 (tested in a mixture with another compound),-4,7,1,40,-41,2,2,30
Cc1ccccc1CSCCC(=O)NCCc1ccccc1,-10,4,-1,11,4,-10,-10,-1
CCCC(=O)N1CCc2cc(OC)c(OC)cc2C1c1cc2cc3c(cc2[nH]c1=O)OCO3 (stereo unspecified),-4,1,-2,5,-249,-5,0,-7
COc1ccccc1OCC(=O)Nc1ccc(S(=O)(=O)N2CCCC2)cc1,-2,0,-1,11,14,-2,0,-2
CC(=O)OC(=C(OC(C)=O)c1ccccc1)c1ccccc1,/,/,2,-9,16,/,/,-7
S=C(Nc1ccccc1)N(Cc1ccccc1)Cc1ccncc1,4,-10,1,-7,10,-3,9,-5
S=C(NCc1ccncc1)Nc1ccc(Br)cc1Cl,6,14,-1,8,-22,-3,-11,-7
COc1cc2oc(=O)ccc2cc1[C@@H](O)[C@@H]1OC(C)(C)OC1(C)C,-1,-1,1,0,-481,7,5,-9
COC(=O)c1c(-c2ccc(F)cc2)csc1NC(=O)c1ccco1,-11,8,-2,-20,-496,-3,-4,-4
CN1CCN(C2CC(=O)N(c3ccc4c(c3)OCCO4)C2=O)CC1 (stereo unspecified),1,-9,0,7,31,10,12,-4
COc1ccc(NC(=S)NNC(=O)OC(C)(C)C)cc1OC,3,-10,2,-13,11,5,-6,5
O=C1c2ccccc2NC(c2ccc(O)cc2)N1Cc1ccco1 (stereo unspecified),1,23,-3,-13,-301,1,7,-7
COc1ccc(Cl)cc1N(CC(=O)Nc1cccc(SC)c1)S(C)(=O)=O,0,-10,2,2,17,6,-3,-7
COc1cc(/C=C2\CCC(C3CCCC3)C2=O)cc(OC)c1OC (stereo unspecified),-5,9,3,-13,12,-6,7,-4
N#CC(c1ccc(Cl)cc1)c1nc2ccccc2nc1C(F)(F)F (stereo unspecified),0,15,2,1,6,-2,-5,2
COc1cc(OC)cc(C(=O)NC(C(=O)Nc2ccc3c(c2)OCCO3)C(C)C)c1 (stereo unspecified),2,6,2,0,16,0,1,4
CCOC(=O)[C@H]1[C@H]2COc3ccc(Br)cc3[C@@H]2N2C(=O)[C@H](C)NC(=O)[C@@]12C,9,-2,-2,-3,-17,6,-7,-5
CN(C)CCCN(C(=O)COc1ccc(Cl)cc1)c1nc2cc3c(cc2s1)OCO3,-10,10,1,7,8,-27,-6,-3
Cc1onc(-c2c(F)cccc2Cl)c1C(=O)Nc1cccc(S(=O)(=O)NC2=NCCC2)c1,13,-3,2,-11,23,-3,-2,-4
Cc1cc(NC(=O)C(C)Oc2ccc(Cl)cc2Cl)no1 (stereo unspecified),0,6,0,-7,-1,3,-9,-5
O=C(CCCn1cc([N+](=O)[O-])cn1)Nc1cccnc1,6,-23,-1,0,7,1,1,-5
CC(C)CC(=O)/C(=C/c1ccc(N(C)C)cc1)n1cncn1,-2,4,-75,-5,-10,-30,5,-4
Clc1cccc(-c2cc3nc4c(c(NCc5ccco5)n3n2)CCCC4)c1,53*,2,-4,51,-266,81*,26,7
CC1CCCC(NC(=O)/C=C/c2c(F)cccc2Cl)C1C (stereo unspecified),-8,-4,2,0,-6,-4,4,-1
CC(=O)c1cc(C)c(OCc2cn(CC(=O)c3ccc(O)cc3)nn2)c(C)c1,/,/,-1,-7,20,/,/,21
COc1ccc2[nH]c3c(c2c1)CCN1C(=O)C(CC(=O)NC/C=C(\C)CCC=C(C)C)C[C@H](C(=O)N2CCOCC2)[C@@]31CCC1CCCC1 (stereo partly specified),/,14,-1,12,17,/,-14,6
CCN(CC)S(=O)(=O)c1ccc(/C=C/C(=O)O)cc1,4,13,1,-25,14,-2,8,-3

# 4 neighbouring records out of the list so far, for reference:
Molecule,SENP8 block-2,Apaf-1 inh,SENP1 inh,PfG6PD inh,SENP8 block-1,SENP6 block,SENP7 inh,HKDC1 inh
Cc1cc(NC(=O)C(C)Oc2ccc(Cl)cc2Cl)no1 (stereo unspecified),0,6,0,-7,-1,3,-9,-5
O=C(CCCn1cc([N+](=O)[O-])cn1)Nc1cccnc1,6,-23,-1,0,7,1,1,-5
CC(C)CC(=O)/C(=C/c1ccc(N(C)C)cc1)n1cncn1,-2,4,-75,-5,-10,-30,5,-4
Clc1cccc(-c2cc3nc4c(c(NCc5ccco5)n3n2)CCCC4)c1,53*,2,-4,51,-266,81*,26,7

# Next structures follow.
Molecule,SENP8 block-2,Apaf-1 inh,SENP1 inh,PfG6PD inh,SENP8 block-1,SENP6 block,SENP7 inh,HKDC1 inh
CCCNC(=O)c1ccc2c(=O)c(O)c(-c3ccc(Cl)c([N+](=O)[O-])c3)[nH]c2c1,0,-3,7,-9,-43,-3,5,-14
COc1ccc(NC(=O)c2c(C)nn(Cc3ccccc3)c2Cl)cc1S(=O)(=O)N1CCOCC1,-4,-4,-1,1,13,-14,2,-13
C=CCNc1nc(N2CCCC2)nc2ccccc12,11,4,2,-19,i,2,7,-7
O=C(CCN1C(=O)c2cccc([N+](=O)[O-])c2C1=O)Nc1nccs1,2,-7,-19,12,-8,16,9,0
COc1ccc(S(=O)(=O)CC(=O)Nc2nnc(C(F)(F)F)s2)cc1,-3,-1,0,14,-2,5,3,-6
CN(C)c1cccc2c1c(NC(=O)Nc1ccccc1)nn2C,7,82*,-1,39,-93,24,12,17
CCN(CC)c1c(-c2ccccc2)c2cc(C)ccc2[nH]c1=O,3,16,2,-8,-44,2,-9,-4
COc1ccccc1CN(C)C(=O)c1cc(C)nc2ccccc12,6,3,-1,1,2,10,1,-2
CN1C(=O)CSC1=NCC12CC3CC(CC(C3)C1)C2,-2,10,1,-6,5,5,-2,0
Cc1ccc(NC(=O)CN(C)S(=O)(=O)c2cnc[nH]2)cc1C,1,-6,3,-10,17,-1,11,-6
Cc1ccc(S(=O)(=O)N2CC(O)C[C@H]2C(=O)OCC(=O)N2CCN(c3ccc(F)cc3)CC2)cc1C (stereo partly specified),/,/,0,3,10,/,/,-1
O=C(c1cc(-c2ccccc2)nc2ccccc12)N1CCOCC1,4,-5,3,-24,-9,3,-1,14
Cc1cccc(OC(C)C(=O)Nc2ccc(N3CCCCC3)cc2)c1 (stereo unspecified),-4,10,3,15,-3,-13,6,2
CCCN1CCN(C2CCCCC2NS(=O)(=O)c2ccccc2)CC1 (stereo unspecified),6,3,3,-20,18,-2,2,1
O=C(NNC(=O)c1cc(-c2ccccc2)nn1-c1ccccc1)c1ccccc1,-2,12,1,26,8,2,-13,-7
C(/C=C/c1ccccn1)=C\c1ccccc1,80*,1,-2,-2,-402,87*,88*,-4
Cc1cc(C)cc(NC(=O)CCN2C(=O)c3ccccc3S2(=O)=O)c1,-16,23,1,11,17,-18,-13,-4
CCOC(=O)C1CCCN(C2=C(NS(=O)(=O)c3ccc(Br)cc3)C(=O)c3ccccc3C2=O)C1 (stereo unspecified),16,67*,2,12,58*,43,39,15
COc1ccc(CC(=O)N(C)CC(=O)Nc2ccccc2C(F)(F)F)cc1S(=O)(=O)N1CCOCC1,-1,46*,-1,9,7,-4,9,-4
CC(C)c1nc2cc(Cl)ccc2n(Cc2ccccc2)c1=O,7,18,-3,10,-29,20,6,0
COc1ccc(-n2ccnc2SCC(=O)NO)cc1,-5,-13,0,-4,10,8,1,-5
COC(=O)c1c(NC(=O)/C=C/C(=O)O)sc(C)c1-c1ccc(C(C)C)cc1,-4,15,2,-20,4,-7,-6,0
Cc1ccc(C(=O)C(C)OC(=O)CNS(=O)(=O)c2ccc(C)cc2)cc1 (stereo unspecified),-3,2,0,-11,11,-6,-8,-1
Cc1ncc(CN2CCCC(C(=O)Nc3ccc(-c4cccc(F)c4)cc3)C2)n1C (stereo unspecified),0,22,0,11,13,-5,1,0
Cc1ccc2c(=O)cc(C(=O)Nc3ccc(S(=O)(=O)Nc4onc(C)c4C)cc3)oc2c1,3,5,1,-15,8,3,3,-1
Cc1ccc(CCNC(=O)CSCc2ccc(F)cc2)cc1,5,13,0,7,8,-8,1,-1
CC1(C)C(=O)NCCN1C(=O)CSc1nccc(-c2ccc(Br)cc2)n1,4,-10,2,-10,12,-6,5,-2
CC1SCC(=NOCc2ccccc2)CS1 (stereo unspecified),13,-3,-32,-3,18,39,5,-1
Cc1ccc(CN(C)C(=O)CC2C(=O)NCCN2CC2CCCCC2)cc1 (stereo unspecified),-1,12,-11,-6,-33,2,5,-8
O=C(CNC(=O)c1ccccn1)N/N=C/c1ccccc1,2,5,1,-1,14,7,4,-3
O=C(CSc1nnc(-c2cccs2)n1CC1CCCO1)N1CCCC1 (stereo unspecified),5,-7,1,-8,9,15,4,-10
Oc1ccc2cccnc2c1,-10,-1,-22,0,-64,-17,-9,-6
O=C(CNC(=O)c1ccccc1F)OCC(=O)N1CCCCC1,5,1,2,-5,22,15,-4,11
Cc1ccnc(NC(c2ccncc2)c2c(C)[nH]c3ccccc23)c1 (stereo unspecified),-1,-5,0,11,12,2,1,-8
COc1ccc(-n2nc3c(N4CCC(C(=O)NC5CCCCC5)CC4)nnc(C)c3c2C)cc1,1,22,-2,7,-343,23,-7,-3
